RSV antiviral HEp-2: RSV antiviral activity via CPE protection, HEp-2 cells, primary 10 µM value included (AID 2391) | HEp-2 cells, RSV-induced CPE inhibition; higher % means a stronger effect | CPE inhibition, % at 10 µM, or IC50 in µM where a hit was titrated | 310,000 compounds, 0.13% hits; in the data active = a potency from the dose series; inconclusive = CPE inhibition mostly from about 23% at the one dose, without a potency; inactive = the rest, 99 in 100 with CPE inhibition below about 21%; also: strong numbers were not always called active
MgcRacGAP inhibition: MgcRacGAP GTPase-activating activity inhibitors, confirmation, biochemical, ADP Hunter fluorescence. MgcRacGAP-stimulated Rac1 GTP hydrolysis, ADP Hunter fluorescence; higher % means a stronger effect; GST-tagged Rac1 F28L mutant substrate. inhibition, % at 30 µM, or IC50 in µM where a hit was titrated. 340,000 compounds, 0.6% hits;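 active = first-screen hits whose inhibition reached a set limit at any dose in the follow-up dose series; inconclusive = inhibition above the set first-screen limit but never retested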;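 also: fluorescence reports GDP produced by GAP-driven GTP hydrolysis; strong numbers were not always called active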
Myeloid diff MLP: compounds promoting myeloid differentiation; ER-HoxA9 myeloid progenitors, lysozyme-GFP differentiation, flow cytometry; calls only at 10 µM; 360,000 compounds, 1% hits;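 active = normalized GFP-positive differentiation at or above the plate's own cutoff, the solvent-only control mean plus 3 SD; inconclusive = no clear call, values can overlap the other calls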;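 also: cells exposed to compound for four days before flow analysis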
Large T inhibition: SV40 large T antigen inhibitors, biochemical (AID 1903). SV40 large T antigen ATPase/helicase inhibition assay; higher % means a stronger effect. 310,000 compounds, 0.39% hits. one-dose inhibition, % at 20 µM; IC50 in µM for titrated hits; in the data active = a potency from the dose series; inconclusive = inhibition mostly from about 32% at the one dose, without a potency; inactive = the rest, 99 in 100 with inhibition below about 32%; also: strong numbers were not always called active
Salmonella PhoP GFP: PhoP-dependent GFP reporter repression – Salmonella Typhimurium, primary screen (AID 1863) | S. Typhimurium PhoP-regulated promoter GFP reporter, 4 h; higher % means a stronger effect | one-dose inhibition, % at 50 µM; IC50 in µM for titrated hits | 300,000 compounds, 0.16% hits;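 active = inhibition over 29.93%, a cutoff 3 SD above the screen mean, later confirmed by dose response; inconclusive = inhibition over 29.93% but no dose response follow-up; inactive = inhibition at most 29.93% or unconfirmed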;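 also: 0% = low Mg2+ inducing control and 100% = high Mg2+ repressing control; strong numbers were not always called active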
b-catenin transl: alters nuclear translocation of beta-catenin in HeLa cells. AID 1665. 190,000 compounds, 0.3% hits. nuclear translocation activity, % at 5 µM. immunofluorescence imaging;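 active = nuclear translocation activity above 50% at 5 µM, with a well cell count of 50 or more; inconclusive = wells under 50 cells across six images, flagged as toxic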;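 also: per-cell ratio of nuclear to cytoplasmic median beta-catenin stain intensity; plate controls were DMSO negative control for no effect and GSK-3 inhibitor IX positive control for full effect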
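Test system: human HeLa cells, native beta-catenin. Compound dosing: 5 µM primary single dose, 0.1% DMSO, 0.02–20 µM confirmation series. Incubation: compound exposure 24 h at 37°C. Detection: beta-catenin immunostaining with DAPI counterstain, 20x imaging, 6 fields/well. Read-out basis: Nuclear/cytoplasmic beta-catenin signal ratio, % activation.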
T cell HTS: T cell immune modulation candidate | 2C CD8+ T cell-vesicle binding, flow cytometry; hits give low values | calls only at 7 µM | 330,000 compounds, 0.068% hits;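 active = response, share of CD8 T cells binding vesicles, and their 90th percentile fluorescence all below set limits, cut at about 80% in these data, passing the limit was not always enough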
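Material: 2C TCR transgenic mouse naive CD8+ T cells, MACS-purified. Also added: QL9-charged Drosophila Ld/ICAM-1/B7-1 vesicles. Timing: binding 1.5 h at 37 °C. Measured by: high-throughput flow cytometry with anti-B7-1 and anti-CD8 staining. Read-out: percent CD8+ FL2 mean versus row control. Controls: Unloaded micro-vesicles (low), QL9 vesicles with 0.7% DMSO (high).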
WT yeast gro inh: growth inhibition of WT yeast, mitochondrial fusion screen; mitochondrial fusion phenotypic screen, WT strain; inhibition, % at 10 µM; 190,000 compounds, 2.1% hits; AID 1362; in the data active = inhibition above about 58%; tested in S. cerevisiae
West Nile virus CPE: inhibition of WNV-induced cytopathic effect – cell-based, CPE readout (AID 1621); West Nile virus-infected cells, CPE inhibition; higher % means a stronger effect; CPE inhibition, % at 10 µM; hits with a dose series show IC50 in µM; 290,000 compounds, 0.02% hits; in the data active = a potency from the dose series; inconclusive = CPE inhibition mostly from about 3.7% at the one dose, without a potency; inactive = the rest, 99 in 100 with CPE inhibition below about 2.2%; also: strong numbers were not always called active
WT yeast gro inh mutant strain: recorded beside WT yeast gro inh, whose call it bears; inhibition, %; mitochondrial fusion phenotypic screen, mutant strain inhibition
b-catenin transl cell count 5 µM: further read-out of b-catenin transl, marked with its call; cell count; measured here: cell count, cytotoxicity flag
T cell HTS vesicle-bound %: also measured in T cell HTS; calls as there; double positive events, %; measured here: CD8+ vesicle-bound cell fraction;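 binding gate set so that unloaded-vesicle control wells show 10% double positive cells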
Myeloid diff MLP GFP+ MAC1+ %: also measured in Myeloid diff MLP; calls as there; GFP+ MAC1+ double positive, %; measured here: differentiation confirmed by MAC1 staining
Starred values were filed as active, the others as inactive; i = inactive; ? = inconclusive; nt = no result given.

SMILES | RSV antiviral HEp-2 | MgcRacGAP inhibition | Myeloid diff MLP | Myeloid diff MLP GFP+ MAC1+ % | Large T inhibition | Salmonella PhoP GFP | b-catenin transl | b-catenin transl cell count 5 µM | T cell HTS | T cell HTS vesicle-bound % | WT yeast gro inh | WT yeast gro inh mutant strain | West Nile virus CPE
CN1CCN(C(=S)Nc2cc([N+](=O)[O-])ccc2Cl)CC1 | 3.3% | 3% | i | 1.0 | 3% | 1% | 0.3 | 918 | i | 50 | 5 | 2 | -1.0%
COC(=O)C1=CN(Cc2ccc(OC)c(OC)c2)C=C(C(=O)OC)C1c1ccc(F)cc1 | 1.0% | 2% | i | 0.7 | -1% | -2% | nt | nt | i | 47 | nt | nt | -0.9%
CCCCC(=O)Nc1c(C)cc(C)cc1Cl | 1.3% | 5% | i | 0.8 | 12% | -1% | nt | nt | i | 23 | -6 | -7 | -0.3%
COc1ccccc1OCCC(=O)OCC(=O)Nc1ncc(Cl)cc1Cl | 1.9% | 12% | i | 2.3 | 9% | 12% | -5.1 | 1017 | i | 51 | 10 | 18 | 0.0%
O=c1[nH][nH]c(=O)c2c(NS(=O)(=O)c3ccccc3)cccc12 | -1.9% | 0% | i | 0.2 | 4% | 4% | 0.6 | 1554 | i | 53 | -13 | -12 | 0.6%
COc1cc(CCC(=O)OCC(=O)Nc2c(F)cccc2F)cc(OC)c1OC | 2.5% | 9% | i | 2.1 | 18% | 4% | nt | nt | i | 9 | nt | nt | 2.6%
CSc1ccccc1NC(=O)COC(=O)c1ccc(O)cc1 | 2.7% | 6% | i | 0.3 | 22% | -1% | 1.6 | 1181 | i | 30 | 3 | 2 | 0.7%
CCS(=O)(=O)Nc1ccc(C(=O)CC2(O)C(=O)Nc3ccccc32)cc1 (centres undefined) | 1.9% | -3% | i | 0.5 | 5% | 21% | -2.2 | 1072 | i | 45 | -14 | -11 | 0.4%
O=C(c1ccc(COc2ccc(Cl)cc2Cl)o1)N1CCCC1 | 14% | 9% | i | 1.9 | 8% | 2% | nt | nt | i | 65 | nt | nt | -1.0%
Cc1onc(-c2c(F)cccc2Cl)c1C(=O)N1CCN(S(C)(=O)=O)CC1 | 1.1% | 6% | i | 5.5 | 0% | -1% | -0.2 | 1055 | i | 51 | -19 | -2 | 0.6%
C#CCn1cc(/C=N/NC(=O)COc2cccc3cccnc23)c2ccccc21 | 0.6% | 7% | i | 0.4 | 3% | 11% | 0.3 | 866 | i | 44 | 8 | 6 | -0.2%
COc1ccc(Br)cc1/C=c1\sc2nc(-c3ccco3)nn2c1=O | 0.1% | 19% | i | 0.5 | nt | nt | 1.5 | 984 | i | 55 | nt | nt | 0.7%
c1ccc(CNC2=NCCCCC2)cc1 | -0.4% | 1% | i | 2.9 | -2% | 2% | -7.4 | 970 | i | 21 | -6 | -55 | -0.5%
CC(=O)Nc1c(C(=O)O)oc2ccccc12 | 2.2% | 8% | i | 0.8 | 9% | 1% | -4.8 | 1005 | i | 35 | 23 | 29 | 0.5%
O=C(CN1CCCCCC1)N/N=C/c1cccs1 | 0.9% | 1% | i | 2.1 | 3% | 18% | nt | nt | i | 15 | 4 | 6 | 0.5%
Cc1ccc(S(=O)(=O)N(C)CC(=O)NCCCn2ccnc2)cc1 | 0.7% | 8% | i | 0.3 | -2% | 11% | nt | nt | i | 35 | nt | nt | -0.7%
COc1ccccc1NC(=O)CSc1nnc(C2CCCCC2)o1 | 1.3% | 2% | i | 1.1 | 0% | 1% | -4.6 | 1018 | i | 24 | -4 | 10 | -0.2%
O=C1CSC(=Nc2ccccc2)N1Cc1ccccc1 | -1.0% | 15% | i | 0.1 | -1% | -9% | -0.7 | 1064 | i | 31 | 2 | 12 | -1.1%
CC(=O)NC(=S)Nc1ccc2oc(=O)ccc2c1 | nt | 9% | i | 0.9 | 10% | -3% | -1.5 | 1060 | i | 18 | nt | nt | 0.0%
Nc1nc2ccccc2n1CCOc1ccc(Br)cc1 | ? | 11% | i | 0.7 | 6% | 19% | nt | nt | i | 52 | nt | nt | -2.1%
O=C(N/N=C/c1c[nH]c2ccccc12)c1ccccc1O | 0.9% | 10% | i | 0.3 | 16% | -6% | nt | nt | i | 51 | nt | nt | 0.3%
Cc1ccc(C(=O)N2CCC3(CC2)Oc2ccc(F)cc2C(=O)C32CC(c3ccc(Cl)cc3)=NO2)s1 (centres undefined) | 4.5% | 2% | i | 3.2 | 6% | -11% | -2.0 | 1111 | i | 43 | nt | nt | -0.2%
Cc1cc2nc(SCCOC(=O)Nc3ccccc3)nc(C)c2cc1C | 16% | 3% | i | 0.3 | 1% | 22% | nt | nt | i | 48 | 12 | 4 | -0.9%
CC1Cc2cc(S(=O)(=O)N3CCCCC3C)ccc2N1C(=O)C1CCC1 (centres undefined) | 38% | 11% | i | 0.0 | 14% | -6% | nt | nt | i | 12 | nt | nt | 0.2%
CCN(CCC#N)c1ccc(/C=N/Nc2nc(C)cc(=O)[nH]2)c(C)c1 | 2.0% | 17% | i | 0.1 | 7% | -2% | -0.5 | 1062 | i | 58 | -6 | 3 | -0.8%
CCCCc1nc2cc(C(=O)N3CCC(OC)CC3)ccc2o1 | 0.2% | 2% | i | 3.7 | -4% | 4% | nt | nt | i | 14 | nt | nt | -0.4%
Cc1cccnc1NC(=O)CNC(=O)c1sc2ccccc2c1Cl | -0.5% | 0% | i | 0.3 | nt | nt | nt | nt | i | 26 | nt | nt | nt
CCCn1c(C)cc(C(=O)COc2ncnc3sccc23)c1C | -0.6% | 6% | i | 0.7 | 8% | 1% | -3.3 | 927 | i | 15 | -6 | -1 | -0.4%
NC(=O)C1CC(=O)N(c2ccc(OCc3ccc(Cl)cc3Cl)cc2)C1 (centres undefined) | 3.7% | 12% | i | 0.1 | 20% | 2% | 0.3 | 1030 | i | 60 | -3 | -8 | 0.6%
CC1(C)O[C@@H]2C[C@H]3[C@@H]4C[C@H](F)C5=CC(=O)C=C[C@]5(C)[C@H]4[C@@H](O)C[C@]3(C)[C@]2(C(=O)CO)O1 | -2.9% | 3% | ? | nt | 23% | -5% | nt | nt | i | 61 | nt | nt | nt
CCc1sc(C(=O)NCc2cc(C)n(C)n2)cc1Br | -0.7% | -1% | i | 7.9 | 5% | 12% | 9.1 | 1123 | i | 33 | 2 | 12 | 0.1%
COc1ccc(OC)c(-c2cc(C(=O)Nc3c(C)n(C)n(-c4ccccc4)c3=O)no2)c1 | 3.7% | 5% | nt | nt | 13% | -10% | -3.3 | 963 | i | 16 | 7 | 14 | -0.1%
Cc1ccc(CCN2CC(C(=O)NCCc3ccccc3)CC2=O)cc1 (centres undefined) | 2.6% | -11% | i | 2.0 | 1% | -2% | nt | nt | i | 22 | nt | nt | -0.2%
Clc1ccc(Oc2ccccc2)c2ncccc12 | 3.9% | 9% | i | 0.9 | 2% | 3% | nt | nt | i | 59 | nt | nt | -0.4%
C#CCOc1c(Br)cc(/C=N\NC(=O)CN2CCOCC2)cc1OCC | 3.5% | 9% | i | 0.7 | 10% | 9% | -1.9 | 913 | i | 26 | 14 | -25 | -0.1%
O=C1N=C(N2CCCC2)S/C1=C\c1cn[nH]c1-c1ccccc1 | 2.1% | nt | nt | nt | 9% | -12% | -0.8 | 1021 | i | 6 | 26 | 19 | 0.1%
CCC(C)[C@H](NC(=O)N1CCn2c1nc1ccccc12)C(=O)NCc1ccccc1 (some centres undefined) | 9.5% | -20% | i | 1.4 | 10% | 7% | nt | nt | i | 36 | nt | nt | -0.1%
CC(C)[C@H](NC(=O)N1CC(=O)Nc2ccccc21)C(=O)N[C@H](Cc1ccccc1)C(=O)O | 1.9% | 6% | i | 2.5 | 4% | -7% | nt | nt | i | 38 | nt | nt | -0.1%
Cc1ccc(S(=O)(=O)Nc2ccc3cn[nH]c3c2)c(C)c1 | 1.5% | 3% | i | 0.4 | nt | nt | nt | nt | i | 49 | nt | nt | nt
CCOC(=O)c1sc(NC(=O)CSc2nc3ccccc3o2)c(C(=O)OCC)c1C | 4.5% | 4% | i | 0.5 | 6% | 0% | 0.7 | 1052 | i | 39 | 7 | -5 | 0.1%
O=C(Nc1ccccc1)c1ccc(NC(=O)C2CC2)cc1 | 2.9% | 4% | i | 0.4 | 9% | -2% | nt | nt | i | 6 | nt | nt | -1.1%
CN1c2ccccc2C(C)(C)C12CC(CCl)=NO2 (centres undefined) | 0.6% | 10% | i | 0.3 | 1% | 11% | 0.3 | 1408 | i | 7 | nt | nt | 0.1%
Cc1ccc(C(=O)Nc2cccnc2)cc1Cl | 2.5% | 6% | i | 0.0 | 6% | 2% | nt | nt | i | 49 | nt | nt | -0.3%
CCOC(=O)c1c(N)sc(C(O)(C(F)(F)F)C(F)(F)F)c1-c1ccc(F)cc1 | 1.1% | 6% | i | 0.4 | 0% | 19% | -1.7 | 1384 | i | 42 | -12 | -4 | 0.2%

Part of the list above with just Large T inhibition.
canonical_smiles	Large T inhibition
CN1c2ccccc2C(C)(C)C12CC(CCl)=NO2 (centres undefined)	1%
Cc1ccc(C(=O)Nc2cccnc2)cc1Cl	6%
CCOC(=O)c1c(N)sc(C(O)(C(F)(F)F)C(F)(F)F)c1-c1ccc(F)cc1	0%

Assay outcomes deposited in PubChem BioAssay by several laboratories.
